Growth percent in the NCI-60 one-dose screen (48 h, 10 µM unless noted): 100 = growth as untreated, 0 = no growth, -100 = all killed.
MOLT-4 = MOLT-4 leukemia cells; hit rate 6.9% among 80,000
CCRF-CEM = CCRF-CEM leukemia. hit rate 7% among 77,000
EKVX = EKVX NSCLC; hit rate 3% among 71,000; AID 1794765
K-562 = K-562 leukemia; hit rate 7.4% among 78,000; AID 1794777
HOP-92 = HOP-92 NSCLC cells | hit rate 6.3% among 71,000 | AID 1794738
RPMI-8226 = RPMI-8226 leukemia cells; hit rate 7.5% among 77,000; AID 1794781
SR = SR leukemia cells | hit rate 8.7% among 73,000
HOP-62 = HOP-62 NSCLC. hit rate 3.9% among 80,000. AID 1794735
Numbers without * were called inactive; . = no result given; & = joins results of further samples; [ ] = another dose, or the depositor's remark. Rule for the calls: active = growth percent below 10; inactive = the rest.

SMILES	MOLT-4	CCRF-CEM	EKVX	K-562	HOP-92	RPMI-8226	SR	HOP-62
CCCCN(C(=O)OCC)c1ccccc1	90	99	107	92	.	101	87	117
Cc1[nH]nc2c1C(c1cc(=O)oc3c1ccc1ccccc13)CC(=O)O2 (stereo unspecified)	94	113	96	99	98	108	97	94
CCN1C(=O)N(CC)C2Nn3c(s/c(=C4\C(=O)N(CC(C)(C)C)c5ccccc54)c3=O)=NC21 (stereo unspecified)	93	93	84	35	79	81	.	75
FC(F)c1nc2nc(Cl)c(Cl)nc2[nH]1	87	95	98	112	105	99	110	93
CSc1nnc(-c2cnn3c2NC(c2ccccc2)C3)n1-c1ccc(C(F)(F)F)cc1 (stereo unspecified)	42	48	56	3.0*	64	57	17	61
CC(=O)Nc1cccc(-c2ccc(C#N)n2C)c1	99	102	97	85	107	99	99	98
Cn1c(=N)oc(=O)c2ccccc21	93	90	95	98	105	95	98	98
Cc1cc(N/C=c2\sc3ncnn3c2=O)no1	104	123	.	98	92	92	75	103
COC(=O)c1c(C)nc(C)c2c1C(=O)C=C(NCc1ccccc1)C2=O	76	89	71	69	117	88	54	91
Cn1ncc2c(Nc3ccc(Br)cc3)nc(Nc3ccc(Br)cc3)nc21	27	28	41	11	7.7*	23	.	24
CCOC(=O)C(C(C)=O)C(C)C(C(C)=O)C(=O)OCC (stereo unspecified)	119	118	107	101	96	115	99	106
Cc1nc(N2N=C(c3ccc(Cl)cc3)CC2c2cccnc2)sc1/C=C/c1ccc(Cl)cc1 (stereo unspecified)	111	97	.	109	88	85	112	97
Cc1nn(-c2ccccc2)cc1/C=C1\SC(N2CCCCC2)=NC1=O	59	44	94	32	77	.	8.1*	103
Clc1ccc2[nH]cc(-c3nn4cc(-c5cccnc5)nc4s3)c2c1	95	84	84	95	84	87	109	82
CC1(C)CCCC2=C1C(=O)N(SC(Cl)(Cl)Cl)C2=O	21	40	.	43	89	92	77	98
CC(=O)Nc1c(Cl)c2c(c(Cl)c1Br)-c1ccc(Cl)cc1C2	87	90	42	102	80	109	63	85
Cc1[nH]n(-c2ccccc2)c(=O)c1C=NC(=S)C(N)=S	102	94	103	101	84	95	90	104
Nc1nc(=S)c2ncn(C3OC(COC(=O)c4ccc(Cl)cc4)C(OC(=O)c4ccc(Cl)cc4)C3OC(=O)c3ccc(Cl)cc3)c2[nH]1 (stereo unspecified)	65	13	71	.	83	.	73	106
N#Cc1c(NC(=O)c2ccco2)[n+]([O-])c2ccc(F)cc2[n+]1[O-]	91	156	112	92	84	111	88	81
Oc1cccc2ccc(-c3n[nH]c(=S)n3-c3ccccc3)nc12	101	99	100	96	118	102	107	96
O=c1oc2cc(OS(=O)(=O)c3ccccc3)ccc2c2c1CCCCCC2	55	68	.	33	.	20	47	75
COc1ccc(-c2c(NC(=O)Nc3ccc(Br)cc3)cnn2-c2ccc(S(N)(=O)=O)cc2)cc1	64	81	113	66	88	66	72	102
O=[N+]([O-])c1cccc(/C=C/c2ccccn2)c1	75	66	74	67	35	52	.	73
COC1OC(CO)C(O)C(O)C1O (stereo unspecified)	103&124&96&93	98&103&108&92	111&120	106&110&97&101	88&94&103	100&108&124&107	113&114&94&94	99&100&98&106
CC(=O)N[C@@H](CNC(=O)c1cc(NC(=O)c2cc(NC(=O)c3cc(NC(=O)c4nccn4C)cn3C)cn2C)cn1C)CC(=O)Nc1cn(C)c(C(=O)Nc2cc(C(=O)Nc3cc(C(=O)Nc4cc(C(=O)NCCCN(C)CCCNC(=O)c5cccc(C(=O)O)c5)n(C)c4)n(C)c3)n(C)c2)n1	120	103	102	105	106	105	77	92
COC(=O)C1(N)CCCC1	83	97	107	110	96	108	89	102
Cc1ccccc1[C@@H]1C[C@@H]2Cc3ccc4ccccc4c3N1O2	89	.	85	86	.	.	81	109
COc1ccc(C(=O)n2nc(-c3cccnc3)nc2N)cc1OC	98	90	.	95	.	91	84	100
Clc1ccc(C2=NN3C(C2)c2ccccc2OC3c2cccnc2)cc1 (stereo unspecified)	73	74	77	69	99	85	82	87
Clc1ccc(/C=C/c2cc(/C=C/c3ccc(Cl)cc3Cl)nc3ccccc23)cc1	102	82	88	98	89	87	84	95
CCOc1ccc(CCNC(=O)c2cccs2)cc1OCC	108	108	.	95	96	99	98	96
COc1cc(C(c2c[nH]c3ccccc23)N2CCCC2)ccc1OCc1ccccc1 (stereo unspecified)	26	16	.	71	13	32	35	90
[N-]=[N+]=NC1CC(n2ccc(=O)[nH]c2=O)OC1COC(c1ccccc1)(c1ccccc1)c1ccccc1 (stereo unspecified)	62	88	.	68	.	88	56	101
C[N+](C)(C)CC(O)CC(=O)O (stereo unspecified)	104	110	92	120	.	113	102	110
Cc1cc[n+](CC(=O)c2ccc(Cl)cc2)c(C)c1	110	109	101	109	106	106	.	103
CN1C(=S)N(C)C2C1N(C)C(=S)N2C (stereo unspecified)	98	108	103	99	101	107	104	102
O=C(NNC(=O)c1ccc(Cl)cc1Cl)c1ccc2ccccc2c1	104	110	92	111	80	.	120	107
O=C(Cn1cc(CN2C(=O)c3ccccc3S2(=O)=O)nn1)Nc1ccc(Br)cc1	95	90	101	.	97	105	.	95
Clc1cc(Cl)c(OCCCCCCN2CCNCC2)c(Cl)c1	-9.7*	11	63	-44*	-0.8*	-25*	-14*	78
CC(=O)Nc1ccc(N=NC(C#N)C#N)cc1	88	92	100	99	79	89	91	85
Cc1c(C)c2ccc3oc(NCc4ccccc4)nc3c2oc1=O	90	.	.	91	87	102	95	85
CC(=O)O[C@@H]1/C=C/C(=O)N[C@@H](C)CCC/C=C/[C@@H]2CCC[C@H]21	94	.	116	102	93	87	87	99
COc1ccc(-c2cs/c(=N\N=C\c3ccc(F)c(OC)c3)n2-c2ccccc2)cc1	80	90	56	71	71	64	77	89
COc1cc2c(cc1OC)-n1c(cnc1-c1ccccc1)N1NC(=O)CNC(=S)/N=C/21	88	120	.	84	90	121	91	103
NNc1ccc(S(=O)(=O)O)cc1Cl	97	.	.	100	.	.	107	101

Complete entries, quoted from the list:
`Cn1c(=N)oc(=O)c2ccccc21` reads MOLT-4: 93; CCRF-CEM: 90; EKVX: 95; K-562: 98; HOP-92: 105; RPMI-8226: 95; SR: 98; HOP-62: 98
`CCN1C(=O)N(CC)C2Nn3c(s/c(=C4\C(=O)N(CC(C)(C)C)c5ccccc54)c3=O)=NC21` (stereo unspecified) reads MOLT-4: 93; CCRF-CEM: 93; EKVX: 84; K-562: 35; HOP-92: 79; RPMI-8226: 81; SR: .; HOP-62: 75
`COC1OC(CO)C(O)C(O)C1O` (stereo unspecified) reads MOLT-4: 103&124&96&93; CCRF-CEM: 98&103&108&92; EKVX: 111&120; K-562: 106&110&97&101; HOP-92: 88&94&103; RPMI-8226: 100&108&124&107; SR: 113&114&94&94; HOP-62: 99&100&98&106

(listing goes on)
SMILES	MOLT-4	CCRF-CEM	EKVX	K-562	HOP-92	RPMI-8226	SR	HOP-62
CC(CN(C)C)C(=O)c1cccs1 (stereo unspecified)	89	101	96	99	106	89	100	93
NS(=O)(=O)c1ccc(NC(=O)CSc2ccc(-c3ccc4ccccc4c3)nn2)cc1	108	100	73	106	148	106	101	103
Clc1ccc(C2NN3C(=NC4=C2Cc2ccccc2C4)C(c2nc4ccccc4s2)=Cc2cc(Br)ccc23)c(Cl)c1 (stereo unspecified)	23	30	67	16	43	38	31	68
O=C(COc1cccc2cccnc12)Nc1ccc(C(=O)/C=C/c2cccc3ccccc23)cc1	77	86	88	74	112	21	60	111
CN1CCN(Cc2ccc(NC(=O)c3cncc(C#Cc4cnc5ccc(O[C@H]6CCOC6)nn45)c3)cc2C(F)(F)F)CC1	-1.9*	2.8*	-70*	0.6*	-38*	-15*	-23*	-78*
O=C1C(Br)CCCCCCCCCC1Br (stereo unspecified)	103	96	93	104	60	95	.	94
CSCCCNC(=O)c1ccc2c(c1)/C(=C/c1[nH]c(C)cc1C)C(=O)N2	29	52	.	49	.	20	11	36
CC(C)=CCC/C(C)=C\C(N)=O	101	108	92	93	102	98	82	97
Cc1cc(C)c([I+]c2c(C)cc(C)cc2C)c(C)c1	-41*	-30*	4.0*	.	.	-8.2*	-49*	-78*
CCn1c(SCC(=O)N/N=C/c2ccc(F)cc2)nc2c1c(=O)n(C)c(=O)n2C	93	99	96	99	94	105	94	94
ClC1c2cccc3cccc(c23)C1Cl (stereo unspecified)	118	108	90	116	170	128	111	111
CCOc1cc([N+](=O)[O-])c(OCC)cc1Cl	94	.	102	98	71	.	92	106
Cc1ccc[nH]c1=O	86	97	100	95	105	109	95	99
CCOC(=O)C(CC(c1ccccc1)N1CCCCC1)[N+](=O)[O-] (stereo unspecified)	64	50	.	69	78	58	78	86
O=C(O)/C=C/c1cccc(O)c1	100&103	106&110	96&101	106&100	102&99	101&107	106&102	97&113
O=c1oc2ccccc2cc1-c1cn2nc(-c3coc4ccccc4c3=O)sc2n1	110	93	97	112	95	93	93	95
CCOc1cccc(/C=N/NC(=O)c2ccccc2Nc2ccnc(C(F)(F)F)c2)c1O	-11*	-37*	11	16	25	-20*	-20*	-7.4*
CC1(C)O[C@@H]2[C@H]3OC(C)(C)O[C@H]3[C@@H](O)[C@H](O)[C@H]2O1	108	103	105	112	114	111	129	104
Nc1ncnc2c1ncn2Cc1nnc(CCC(=O)c2nc3ncccc3[nH]2)o1	109	112	92	107	82	101	99	90
Cc1cc(-c2ccc(N=Nc3ccc4c(S(=O)(=O)O)cc(S(=O)(=O)O)c(N)c4c3O)c(C)c2)ccc1N=Nc1ccc2c(S(=O)(=O)O)cc(S(=O)(=O)O)c(N)c2c1O	.	86	87	91	67	.	.	96
COc1cccc(NC(=O)Nc2ccc(Nc3ncnc4sc(C(=O)NCCCC(=O)NO)c(C)c34)cc2)c1	105	104	92	102	112	107	108	100
CCN(Cc1ccccc1)c1cccc(C)c1	97	100	105	106	77	105	101	90
CCOC(=O)C(C=O)(C=O)c1ccccc1	109	94	100	114	94	96	93	110
COc1cccc(NC(=O)N2CCN(c3nc(-c4ccc(C)cc4)nc4ccccc34)CC2)c1	53	76	74	59	88	.	60	91
O=C(NCCCNc1nccc(-n2ccc3cccnc32)n1)c1c(F)cccc1F	99	101	93	99	110	.	99	101
CC(=O)OC1CC2CCC1C2 (stereo unspecified)	98	100	.	98	.	103	96	98
c1cc(C2CCCCC2)ccc1OCCCCCCN1CCNCC1	-49*	-52*	90	-42*	6.6*	-31*	-4.4*	.
O=C(Nc1ccccc1Cl)c1ccc(NC2=C(Cl)C(=O)N(C3CCCCC3)C2=O)cc1	41[30 µM]	40[30 µM]	98[30 µM]	25[30 µM]	-17*[30 µM]	24[30 µM]	-22*[30 µM]	88[30 µM]
O=c1c2ccccc2n(-c2ccccc2)c2ccccc12	87	102	106	98	87	93	84	99
COc1ccc(-c2nn(-c3ccccc3)cc2/C=C/C(=O)NNC(=O)Nc2ccc(C)cc2)cc1	43	47	97	78	102	93	64	102

Arranged by SMILES length (lowest first): part of the list above
SMILES	MOLT-4	CCRF-CEM	EKVX	K-562	HOP-92	RPMI-8226	SR	HOP-62
CCOC(=O)C(C=O)(C=O)c1ccccc1	109	94	100	114	94	96	93	110
CCOc1cccc(/C=N/NC(=O)c2ccccc2Nc2ccnc(C(F)(F)F)c2)c1O	-11*	-37*	11	16	25	-20*	-20*	-7.4*
COc1ccc(-c2nn(-c3ccccc3)cc2/C=C/C(=O)NNC(=O)Nc2ccc(C)cc2)cc1	43	47	97	78	102	93	64	102
COc1cccc(NC(=O)Nc2ccc(Nc3ncnc4sc(C(=O)NCCCC(=O)NO)c(C)c34)cc2)c1	105	104	92	102	112	107	108	100
Cc1cc(-c2ccc(N=Nc3ccc4c(S(=O)(=O)O)cc(S(=O)(=O)O)c(N)c4c3O)c(C)c2)ccc1N=Nc1ccc2c(S(=O)(=O)O)cc(S(=O)(=O)O)c(N)c2c1O	.	86	87	91	67	.	.	96

Assay outcomes deposited in PubChem by NCI.
